hcDAF-12 act: activators of H. contortus DAF-12 nuclear receptor; HEK293 hcDAF-12 lit1-tk-luc reporter, luminescence; 0% DMSO, 100% Δ7-dafachronic acid; activation, % at 6.8 µM; 1.4% of 370,000 active;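 active means activation above the mean of all tested compounds plus 3 SD, cut at about 5.5% in these data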;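 further: 100% = response to 3 µM Δ7-dafachronic acid high control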
hgDAF12 agonist: activates the H. glycines DAF-12 receptor ligand-binding domain; HEK293 GAL4-hgDAF12 UAS-luciferase reporter, agonist luminescence; normalized to butyrate control; activation, % at 6.8 µM; 1.8% of 370,000 active; AID 687014;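 active means activation above a cutoff set at the mean of all screened compounds plus 3 SD, cut at about 10% in these data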;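 further: 0% = DMSO wells and 100% = sodium butyrate wells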
DAX1 inh-1: DAX1 (NR0B1) inhibition, primary screen; AID 652010; 1.1% of 370,000 active; inhibition, % at 6.8 µM; HEK293T StAR-luciferase reporter, SF-1/DAX-1 repression relief;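 active means inhibition above the mean over all tested compounds plus 3 SD, cut at about 3.6% in these data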;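 further: 0% = DAX-1 cells with DMSO and 100% = cells lacking DAX-1 with DMSO; higher inhibition means more luminescence from relief of DAX-1 repression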
ssDAF-12 act: activators of S. stercoralis DAF-12 nuclear receptor | HEK293 ssDAF-12/GRIP1 lit1-tk-luc reporter, luminescence; % of 3 µM dafachronic acid response | activation, % at 6.8 µM | 1% of 370,000 active | AID 652126;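 active means activation above the mean over all tested compounds plus 3 SD, cut at about 0.9% in these data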;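 further: 0% = DMSO-only wells and 100% = 3 µM delta7-dafachronic acid wells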
SMARCA2 activ: increases SMARCA2 function in MMTV reporter cells; MG213 cells, MMTV-luciferase reporter, dexamethasone, overnight; activation, % at 9.1 µM; 1% of 370,000 active; AID 652017; in the data active means activation above about 7.8%;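 further: 0% = vehicle wells and 100% = reference activator wells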
PLC-beta3 inh: blocks human PLC-beta3 enzyme activity | Purified PLC-beta3, fluorogenic substrate, fluorescence | inhibition, % at 12.2 µM | 0.18% of 370,000 active | AID 720704; in the data active means inhibition above about 11%;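 further: 0% = median of compound wells on plate and 100% = full blocker control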
DAX1 inh-2: inhibits human nuclear receptor DAX1 | HEK293 Gal4-DAX1 luciferase reporter, luminescence | inhibition, % at 6.75 µM | 0.99% of 340,000 active | AID 504766;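 active means inhibition above the mean over all tested compounds plus 3 SD, cut at about 4.2% in these data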;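 further: 0% = DAX1-transfected cells with DMSO and 100% = empty-vector control cells with DMSO; inhibition shows as a rise in luminescence from relieved DAX1 repression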
MBD2 DNA inh: MBD2-methylated oligo binding inhibition; Q9UBB5; TR-FRET, MBD2 binding to methylated oligonucleotide; inhibition, % at 4.4 µM; 0.31% of 370,000 active; in the data active means inhibition above about 13%
Rev-erbA mod: Rev-erb alpha (human) modulation | Rev-erbα–FITC-DNA binding, fluorescence polarization, 90 min | AID 1259318 | activity, % at 10 µM | 0.79% of 370,000 active | P20393;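 active means activity above about 14%, limit read from the data; passing the limit was not always enough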;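 further: 0% = DMSO wells with 35 nM protein and 100% = DMSO wells with 750 nM protein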
ADAM17 inh: ADAM17 inhibition, QFRET primary screen. P78536. recombinant ADAM17, EDANS/DABCYL FRET peptide cleavage. inhibition, % at 6.95 µM. 0.83% of 370,000 active. AID 720648;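 active means inhibition above the mean of compounds lying between control limits plus 3 SD, set per campaign, cut at about 8.5% in these data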;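 further: 0% = DMSO-only wells as the low control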
PLC-gamma1 inh: PLC-gamma1 (human) inhibition, primary screen; P19174; purified PLC-gamma1, fluorogenic substrate, fluorescence; inhibition, % at 12.2 µM; 0.84% of 370,000 active; in the data active means inhibition above about 9.5%
Target sequence (P19174 whole entry, looked up): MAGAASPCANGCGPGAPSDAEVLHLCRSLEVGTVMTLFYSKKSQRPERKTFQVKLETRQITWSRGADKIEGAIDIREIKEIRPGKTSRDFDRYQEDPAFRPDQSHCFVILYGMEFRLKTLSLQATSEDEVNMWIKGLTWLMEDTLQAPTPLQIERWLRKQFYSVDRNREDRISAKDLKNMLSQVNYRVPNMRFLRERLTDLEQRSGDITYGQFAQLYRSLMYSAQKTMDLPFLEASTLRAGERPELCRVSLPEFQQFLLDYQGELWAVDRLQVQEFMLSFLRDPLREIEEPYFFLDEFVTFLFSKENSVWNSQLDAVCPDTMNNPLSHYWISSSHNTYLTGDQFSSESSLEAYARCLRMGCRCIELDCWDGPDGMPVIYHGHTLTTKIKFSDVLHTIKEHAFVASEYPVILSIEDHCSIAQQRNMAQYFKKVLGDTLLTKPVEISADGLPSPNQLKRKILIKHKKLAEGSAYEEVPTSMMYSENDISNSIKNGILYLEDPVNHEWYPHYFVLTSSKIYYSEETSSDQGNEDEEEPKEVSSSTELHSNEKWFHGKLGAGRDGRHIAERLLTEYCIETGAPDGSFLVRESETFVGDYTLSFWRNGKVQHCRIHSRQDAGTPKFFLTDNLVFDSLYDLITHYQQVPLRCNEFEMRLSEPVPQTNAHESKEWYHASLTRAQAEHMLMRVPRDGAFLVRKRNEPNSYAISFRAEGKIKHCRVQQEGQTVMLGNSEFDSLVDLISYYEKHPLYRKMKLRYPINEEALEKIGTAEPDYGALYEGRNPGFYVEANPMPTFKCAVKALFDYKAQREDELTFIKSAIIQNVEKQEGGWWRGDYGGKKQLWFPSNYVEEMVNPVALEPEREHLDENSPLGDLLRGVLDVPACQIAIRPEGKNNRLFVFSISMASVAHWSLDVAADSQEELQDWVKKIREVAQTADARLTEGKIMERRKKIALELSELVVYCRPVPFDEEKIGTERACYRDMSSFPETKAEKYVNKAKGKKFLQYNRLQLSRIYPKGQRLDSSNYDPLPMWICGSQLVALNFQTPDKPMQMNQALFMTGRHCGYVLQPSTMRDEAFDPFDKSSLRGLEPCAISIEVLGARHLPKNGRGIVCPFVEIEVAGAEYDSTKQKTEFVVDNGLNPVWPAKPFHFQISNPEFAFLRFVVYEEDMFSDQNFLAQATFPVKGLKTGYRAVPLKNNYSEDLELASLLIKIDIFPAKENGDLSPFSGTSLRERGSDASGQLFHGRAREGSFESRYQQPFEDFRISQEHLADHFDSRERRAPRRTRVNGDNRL
Starred values were filed as active, the others as inactive; / = no result given.

Every second line gives: hcDAF-12 act	hgDAF12 agonist	DAX1 inh-1	ssDAF-12 act	SMARCA2 activ	PLC-beta3 inh	DAX1 inh-2	MBD2 DNA inh	Rev-erbA mod	ADAM17 inh	PLC-gamma1 inh
O=C(CC1SC(N2CCOCC2)=NC1=O)Nc1cc([N+](=O)[O-])ccc1Cl (stereo not drawn)
  1.2	6.2	-0.3	-1.9	-1	-7	0.0	5	7	-4	3
CCOc1cc(C=NNC(=O)CCCC(=O)NN=Cc2ccc(O)c(OCC)c2)ccc1O
  0.6	0.4	-1.0	-0.2	1	1	2.0	4	-4	-6	-3
COCCn1c(=S)[nH]c2cc(C(=O)NCc3ccc(F)cc3)ccc2c1=O
  0.1	0.5	-0.4	-1.1	2	2	-0.2	1	-7	-7	1
C=CCn1c(SCC(=O)NNC(=S)Nc2ccccc2)nnc1-c1ccccc1
  -1.1	3.7	-0.6	-0.3	-3	-5	-2.0	1	4	0	1
COc1ccccc1-c1cnn2c(NCc3ccccc3)cc(C)nc12
  -0.9	-0.3	0.2	-0.7	-1	-42	0.2	-6	-2	-6	-24
CCOc1ccc(N(CC(=O)N/N=C(\C)c2cccc(NC(C)=O)c2)S(=O)(=O)c2ccccc2)cc1
  -0.4	-2.2	-0.1	-1.4	-4	-9	-0.5	-5	-1	-5	-2
CCOC(=O)/C=C1\SCC(=O)N1CC(=O)N1CCOCC1
  -0.6	0.0	-0.2	-1.5	3	5	-0.1	1	1	1	4
Cc1ccc(F)cc1-c1cc2nc(NCCCN(C)C)n(C)c(=O)c2s1
  -1.3	-4.6	-0.8	-0.6	0	-2	/	2	-1	-9	4
C/C(N)=C(/C#N)C(=O)COC(=O)c1ccc(C#N)cc1
  -0.3	0.6	-0.1	-1.6	-3	-4	-0.9	4	-6	-3	1
CN(Cc1cn(-c2ccccc2)nc1-c1cc2ccccc2o1)C(=O)CCC(=O)O
  -0.4	7.1	1.2	-0.7	-2	0	3.6	4	-1	-38	10*
CCOc1ccc2[nH]c(C)c(CN3CCOCC3)c(=O)c2c1
  -2.2	-0.9	0.5	-1.1	7	-8	-0.2	-2	-3	-23	-4
CCCCC(CC)CNC(=O)CCS(=O)(=O)c1cccc2nonc12 (stereo not drawn)
  -0.2	0.5	0.0	-1.4	0	1	-0.8	-3	6	-1	-1
CCCCn1c(N)c(N(CC)C(=O)c2cccc(F)c2)c(=O)[nH]c1=O
  0.0	-1.8	-0.3	-0.7	-2	-1	-0.9	8	-4	-6	-1
CC(=O)c1cc(CN2CCN(CCc3ccccc3)C(CCO)C2)cs1 (stereo not drawn)
  3.9	0.5	1.5	-1.2	1	-3	0.5	-3	-2	-4	0
CCCCNC(=O)c1nn2c(C(F)(F)F)cc(-c3ccccc3)nc2c1Br
  -1.2	-0.7	-0.5	0.0	-3	-8	0.2	-2	10	-4	-7
OC[C@@H]1CN(Cc2ccccc2)C[C@H](n2cnc3c(Nc4ccccc4)ncnc32)O1
  -1.7	-3.4	-1.0	-2.2	-3	-10	/	9	-5	-5	-3
COc1cc(/C=C/C(=O)Nc2cccc(S(=O)(=O)N3CCOCC3)c2)ccc1OCC#N
  -2.8	-2.5	-5.0	-1.1	-1	-25	0.0	9	-3	-2	-12
CC(C)n1nc(C(=O)Oc2cccc(Cl)c2Cl)c2ccccc2c1=O
  1.7	0.2	-0.4	-0.7	-2	0	3.4	1	3	-2	1
O=C(OCc1ccc([N+](=O)[O-])cc1)c1ccc(N2CCCC2)c([N+](=O)[O-])c1
  1.4	0.0	2.2	-1.0	-1	4	-0.4	4	-1	0	4
COc1cccc(/C=C/C(=O)OCC(=O)c2ccc3c(c2)NC(=O)CO3)c1
  -0.7	0.4	-0.2	-0.7	-1	-9	0.0	3	0	-6	-3
COc1ccc(CNC(=O)O[C@H]2CC[C@@]34CCCN3C(=O)CCC[C@H]4C2)cc1
  -1.5	0.6	/	-1.5	/	5	/	2	-4	0	4
CCCCCCN(C(=O)CCCN1C(=O)NC(c2ccc(-c3ccccc3)cc2)C(C(=O)OCc2ccccc2)=C1C)C(C)C(=O)NCCCC (stereo not drawn)
  -0.8	3.0	0.0	-0.4	1	0	-0.2	-3	-7	-1	-1
Cc1ccc(NC(=O)CN(C)C(=O)Cn2c(=O)oc3ccccc32)cc1
  2.8	0.0	-0.2	-1.0	3	-3	-0.4	-5	0	1	-2
COC(=O)C(C)Oc1ccc(-c2nccc(-c3cccs3)n2)cc1 (stereo not drawn)
  -0.5	5.6	0.5	-0.7	6	-15	0.2	5	2	-3	-13
Cc1nn(-c2ccccc2)c2sc(C(=O)O)cc12
  -1.2	3.5	0.1	-1.1	-3	1	0.3	2	-6	-6	-2
CCC(CC)COC(=O)C(C#N)c1nc2ccccc2nc1N1CCN(CC)CC1 (stereo not drawn)
  -0.6	0.3	-0.9	-1.8	5	-71	0.5	-4	2	-11	-47
COc1ccc(-c2[nH]ncc2CN(CCO)CC23CC4CC(CC(C4)C2)C3)c(OC)c1
  1.6	-1.5	0.1	-0.9	1	6	0.9	0	-2	2	1
CSc1ccn(CCC(=O)O)c(=O)n1
  -1.2	0.1	0.0	-0.7	-3	-4	0.6	2	2	-2	-1
CN(c1ccc(C(=O)Nc2nccs2)cc1)S(=O)(=O)c1ccccc1
  -1.5	3.6	-0.7	-2.1	-1	-3	-0.1	-1	5	-3	2
CCOC(=O)CNC(=O)c1cccnc1Oc1ccc(Cl)cc1
  -0.5	-2.2	0.1	-2.0	-5	-9	-0.6	-1	-5	-4	-5
CCCS(=O)(=O)Nc1c(OC)ccc2c1c(C(=O)OCC)c(C)n2C
  -2.2	0.7	-0.7	-1.3	-1	2	0.1	1	-3	-3	1
CCOC(=O)c1c(C)oc2c1cc(NS(=O)(=O)c1ccc(C(=O)O)cc1)c1ccccc12
  3.6	4.8	-0.4	0.7	2	-11	0.3	-6	-3	-2	-2
Cc1ccc(N(CN2C(=O)NC(C)(C)C2=O)CN2C(=O)NC(C)(C)C2=O)cc1
  -1.1	0.9	0.2	-0.7	-2	2	-0.3	0	-4	-4	2
O=C(NC1CCCCC1)c1ccccc1NC(=O)C1CC(=O)N(c2ccccc2)C1 (stereo not drawn)
  0.0	0.8	-0.1	-1.0	-1	1	-0.1	-6	2	0	4
COc1ccc(C(=O)NNC(=O)CN2CCC(n3nnc4cc(C(F)(F)F)ccc43)CC2)cc1
  -3.4	-2.2	-0.4	-2.1	-1	5	0.2	2	3	-2	2
O=C(NC(Cc1ccc(O)cc1)C(=O)O)c1ccco1 (stereo not drawn)
  2.6	0.0	0.2	-0.7	1	2	0.3	-4	5	1	-1
CCN(CC)S(=O)(=O)c1ccc(CNC(=O)CN2C(=O)NC3(CCc4ccccc43)C2=O)cc1 (stereo not drawn)
  -0.7	-1.6	-1.7	-0.2	-1	1	0.8	-3	0	-5	7
Cc1ccccc1Cn1cc(CN2[C@H](Cc3ccccc3)COc3cc(Br)ccc3S2(=O)=O)nn1
  -0.4	0.1	0.2	-0.8	-4	4	/	3	-5	0	2
CC(O)/C=C/c1ccc2ccccc2n1 (stereo not drawn)
  2.6	3.8	-0.2	-0.9	5	-3	-1.1	1	2	-4	-5
O=C(O)c1cccc(Br)c1
  -0.8	1.5	1.3	-1.7	-4	-3	0.8	1	1	-3	1
N#CCCS(=O)(=O)c1ccc(N)cc1
  -1.9	2.6	0.7	-0.5	-1	0	-1.2	0	-1	1	0
COc1ccc(C2CCC3(CCC(=O)N3CCO)CC2)cc1 (stereo not drawn)
  2.3	-0.2	-0.1	-0.7	-4	0	/	-4	4	-4	-2
COc1ccc(/C(C)=N/NC(=S)NCCc2ccccc2)c(O)c1
  -0.5	-0.6	-0.4	-1.1	-1	-71	0.8	-3	2	0	-39
O=S(=O)(NCc1ccc(Cl)cc1Cl)c1cccs1
  -1.1	0.2	0.7	-1.3	-1	-4	-1.5	-5	2	2	0
O=C(COC(=O)c1cccnc1Cl)NCCCc1ccccc1
  -1.2	0.7	-0.2	-0.5	-2	0	0.9	0	-1	1	-1
CN1C(=O)c2cc(NC(=O)Cc3ccccc3)ccc2OC[C@H]2O[C@H](CC(=O)O)CC[C@H]21
  -0.4	1.5	-0.5	-0.8	-1	-3	/	-5	3	0	-4
CN1CCN(C(=O)CN(Cc2ccc(Cl)cc2)S(C)(=O)=O)CC1
  -1.6	-1.2	0.8	-1.0	3	-1	0.3	0	-6	-3	-1
COc1ccc(NC(=O)c2c(N)no[n+]2[O-])c(OC)c1
  -2.6	-0.3	-1.1	-1.7	-1	0	0.7	2	-1	-3	1
O=C(O)c1ccc(NS(=O)(=O)c2cccc(C(=O)Nc3ccccc3[N+](=O)[O-])c2)cc1
  -1.2	4.7	-0.7	-0.8	-2	-4	-0.2	2	2	-3	0
Clc1ccc(OCCOCCN2CCCCC2)c(Br)c1
  -0.5	-0.5	-0.1	-1.7	-2	5	1.3	1	-7	6	11*
COc1cc(CNC(=O)C2CCCN2S(=O)(=O)c2ccccc2)cc(OC)c1OC (stereo not drawn)
  -1.0	0.8	1.6	-1.0	-2	2	0.7	-1	-2	-1	1
O=C(NC1CCCCC1)C1c2ccccc2OCC(=O)N1Cc1ccccc1 (stereo not drawn)
  -0.4	-0.6	1.1	-0.7	-5	1	/	-6	3	-4	0
CN1C[C@]2(C=C3CCCCC3n3c(=O)n(-c4ccccc4)c(=O)n32)N=C1NC(=O)c1ccccc1 (stereo partly drawn)
  -1.2	2.4	-0.2	0.0	-3	1	/	-2	-4	-1	0
Cc1ccc(S(=O)(=O)N2CCCCC2)cc1NC(=O)COC(=O)C1=COCCO1
  -0.1	-1.4	0.2	-1.3	-5	5	0.4	-2	-2	0	0
O=S(=O)(NC1CCCCCCC1)c1cccs1
  0.5	0.2	0.2	-0.1	-6	2	-1.1	-4	6	-7	1
CC(NC(=O)c1ccc(CS(C)(=O)=O)cc1)c1ccc(-c2ccccc2)cc1 (stereo not drawn)
  2.8	1.8	-0.5	-0.9	-2	-8	-0.3	4	0	-3	-3
O=C1CN=C(Nc2ccccc2)N1Cc1cccs1
  0.2	-1.9	0.8	-0.6	-2	-1	-0.1	35*	4	3	6
COc1cccc(OC)c1C(=O)N1CCN(C(=O)c2ccc(-c3ccccc3)cc2)CC1
  -1.7	-0.4	0.8	-1.5	0	3	0.4	-2	3	1	2
Cc1nn(C2CCS(=O)(=O)C2)c(Cl)c1/C=C/C(=O)OCC(=O)Nc1ccccc1[N+](=O)[O-] (stereo not drawn)
  1.7	2.9	0.4	-0.6	-1	4	0.8	4	1	0	3
Cc1cc(-c2cc(C(=O)NC3CCCC3)on2)nc(NCC2CC2)n1
  0.3	0.3	-0.2	-1.3	-1	3	1.0	0	-3	0	2

Screening data as filed in PubChem.
